MITF inh: MITF inhibitors, primary screen, biochemical, AlphaScreen, human; AlphaScreen MITF homodimerization, bead proximity signal; inhibition, % at 2.6 µM; actives 0.91% (n = 650,000); in the data active means inhibition above about 50%;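 further: 0% = vehicle wells with protein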
Target sequence (O75030 whole entry, looked up): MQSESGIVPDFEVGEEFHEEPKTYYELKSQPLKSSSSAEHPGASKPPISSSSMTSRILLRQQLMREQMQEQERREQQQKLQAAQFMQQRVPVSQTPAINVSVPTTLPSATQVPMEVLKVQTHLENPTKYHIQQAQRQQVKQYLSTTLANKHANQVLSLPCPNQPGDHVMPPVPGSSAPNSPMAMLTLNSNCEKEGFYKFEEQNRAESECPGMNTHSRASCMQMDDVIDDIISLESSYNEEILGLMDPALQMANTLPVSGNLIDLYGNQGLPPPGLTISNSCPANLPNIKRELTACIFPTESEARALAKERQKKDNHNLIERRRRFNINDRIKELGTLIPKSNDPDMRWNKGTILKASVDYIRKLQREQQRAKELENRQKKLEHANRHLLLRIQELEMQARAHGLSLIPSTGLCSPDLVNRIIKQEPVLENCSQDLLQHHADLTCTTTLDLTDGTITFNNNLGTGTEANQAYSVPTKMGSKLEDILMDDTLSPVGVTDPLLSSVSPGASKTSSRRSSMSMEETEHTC
TEAD-YAP block: TEAD-YAP interaction inhibition, primary screen, TEAD-YAP interaction inhibitor project, luminescence, HEK-TIYL cells; TEAD-Gal4/YAP UAS-luciferase luminescence; inhibition, % at 9.12 µM; actives 1.4% (n = 640,000); in the data active means inhibition above about 32%;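 further: 0% = median of test compound wells and 100% = reference inhibitor wells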
GPR151 ag: activators of human GPR151, primary screen, cell-based, PathHunter beta-arrestin, luminescence | G-protein coupled receptor 151 (Homo sapiens), Q8TDV0 | PathHunter beta-arrestin GPR151 cells | activation, % at 11.2 µM | actives 1% (n = 650,000); in the data active means activation above about 4.9%;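 further: 0% = median of compound wells and 100% = cells with positive control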
Target sequence (Q8TDV0 whole entry, looked up): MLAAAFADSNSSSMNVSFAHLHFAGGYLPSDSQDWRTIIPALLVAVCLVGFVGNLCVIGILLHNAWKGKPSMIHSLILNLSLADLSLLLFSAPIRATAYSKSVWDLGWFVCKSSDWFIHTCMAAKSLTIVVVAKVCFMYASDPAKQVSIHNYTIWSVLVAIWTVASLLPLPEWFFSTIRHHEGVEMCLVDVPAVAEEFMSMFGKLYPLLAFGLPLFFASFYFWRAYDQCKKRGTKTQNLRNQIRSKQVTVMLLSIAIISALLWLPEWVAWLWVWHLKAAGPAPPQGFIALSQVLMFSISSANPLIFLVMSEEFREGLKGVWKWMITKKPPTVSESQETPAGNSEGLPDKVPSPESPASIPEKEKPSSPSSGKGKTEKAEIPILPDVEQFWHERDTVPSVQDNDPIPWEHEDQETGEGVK
FBW7 act: FBW7 E3 ligase activators, primary screen, biochemical, AlphaScreen, human; F-box/WD repeat-containing protein 7 (Homo sapiens), Q969H0; AlphaScreen FBW7–phospho-cyclin E peptide binding, activator screen; normalized activity (activation), % at 26.1 µM; actives 0.13% (n = 650,000); AID 1259310, 2017; in the data active means normalized activity above about 1.9%;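 further: purified mutant Fbw7 with reduced substrate affinity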
* = called active by the depositor; . = not tested or not shown; & = joins results of further samples.

molecule	MITF inh	TEAD-YAP block	GPR151 ag	FBW7 act
CCN(Cc1ccncc1)C(=O)CC1C(=O)NCCN1Cc1ccc(F)c(F)c1 (centres undefined)	-6	4	0.0	-0.1
O=C1c2ccccc2C(=O)N1CCSc1nc2ccccc2s1	14	-8	3.1	0.1
N#C/C(=C\c1ccc(O)c(O)c1)c1ccccn1	19	-58	-3.8	0.1
O=C1CC(Sc2nnc(-c3ccccc3O)o2)C(=O)N1c1cccc(C(F)(F)F)c1 (centres undefined)	11	15	1.9	-0.3
CC(=O)Nc1ccc(S(=O)(=O)Nc2cccc(Cl)c2)cc1	-7	8	-0.4	-0.1
COc1ccc(C(=O)c2oc3ccc(NC(=O)C(C)C)cc3c2C)cc1OC	-1	7	1.1	0.3
CC(C(=O)Nc1ccc(F)c(F)c1F)N1CCNC(=O)C1 (centres undefined)	-3	-1	-0.2	-0.2
Cc1ccc(CNC(=O)c2c(O)c3c([nH]c2=O)CCCC3)cc1	11	-1	0.8	-0.1
COc1cc(CNC2CCCC2)cc(I)c1OCC(N)=O	9	15	0.8	1.0
CC(C)=CCN1CCNC(=O)C1CC(=O)NCc1csc(C(C)C)n1 (centres undefined)	5	10	-0.1	-0.1
CCN(CC)C(=O)CSc1nnc2c3c4c(sc3nc(C)n12)CCCC4	6	6	-0.3	0.0
O=[N+]([O-])c1ccc(NCCNc2ccc(Cl)nn2)cc1	14	5	2.0	0.3
CCCOc1ccc(C(CC(=O)O)NC(=O)c2ccc(OC)c(OC)c2)cc1 (centres undefined)	-25	0	-0.4	0.1
O=C(c1ccco1)n1c(=S)nc2ccccn21	11	-32	-4.0	0.5
O=C1CCCN1CCn1cnc2c(Nc3ccccc3)nc(N3CCN(c4ccccn4)CC3)nc21	6	6	1.6	0.1
CC(=O)Oc1ccc(C(=O)CC2C3=C(CC(C)(C)CC3=O)Oc3ccccc32)cc1 (centres undefined)	17	7	1.9	0.0
CCOC(=O)N1CC(c2ccc3ccccc3n2)=Cc2ccccc21	-6	-53	2.6	0.6
CC(=O)Nc1ccc(C2Nc3ccccc3C(=O)N2C2CCCCC2)cc1 (centres undefined)	9	9	-0.7	0.6
COc1cccc(OC)c1C(=O)Nc1ccc(N2CCCCS2(=O)=O)cc1	-1	2	2.5	-0.2
Cc1ccc(CN2CCOc3ccc(C(C)(O)CN(C)C)cc3C2)s1 (centres undefined)	-10	-17	2.2	0.1
c1ccc(CN2CCC(Nc3ccnc(-c4csc5ccccc45)n3)CC2)cc1	-6	-1	-1.8	-0.1
O=C(O)c1c(CNC2CCCCCC2)c2ccccc2n1Cc1ccc(Cl)cc1	-4	13	0.2	0.0
COc1ccc(Cl)cc1NC(=O)c1cc2n(n1)C(C(F)(F)F)CC(c1ccc3c(c1)OCO3)N2 (centres undefined)	11	-2	0.1	0.0
CCOC(=O)C(Cc1c[nH]c2ccccc12)NC(=O)c1ccc(C)cc1 (centres undefined)	17	-60	-0.5	0.1
COc1ccc(NS(=O)(=O)c2cc([N+](=O)[O-])ccc2N2CCCCC2)cc1	16	4	0.0	0.1
CCOC(=O)c1c(NC(=O)C#Cc2ccccc2)sc(C)c1C	-1	-8	-1.3	0.0
CC(=O)Nc1ccc(NC(=O)C(C)OC(=O)c2c3c(nc4ccccc24)CCN(C)C3)cc1 (centres undefined)	5	8	0.1	0.0
CC1(C)COC(=O)/C1=N/Nc1ccc([N+](=O)[O-])cc1	7	-8	-0.4	0.0
N#Cc1ccc(-c2nnc(SCc3ccccc3C#N)o2)cc1	2	-82	-0.6	-0.1
C/C(Cc1ccccc1OC(=O)c1ccccc1)=N\O	-9&-10	-1&7	0.2&-0.9	0.1&-0.1
CN1CCN(CCC(=O)Nc2ccccc2F)CC1	-24	-4	-3.1	0.1
Cc1cc(Nc2ccc(N3CCOCC3)cc2)nc(-c2ccc(C(N)=O)cc2)n1	0	-19	-0.9	0.2
Clc1cccc(-c2nn3c(COc4ccccc4)nnc3s2)c1	-4	2	-0.1	0.2
CCOc1cccc(N2C(=O)CC(S/C(N)=N/NC(C)=O)C2=O)c1 (centres undefined)	9	1	-0.4	0.1
Cc1[nH]n(-c2ccccc2)c(=O)c1/C=N/NC(=O)COc1ccc2ccccc2c1	-4	9	0.3	0.0
Cc1ccc(C)c(S(=O)(=O)Nc2cc3c4c(oc3c3ccccc23)CCC(C)C4)c1 (centres undefined)	0	1	1.1	0.3
CCOCCCNC(=S)N1CCCN(c2nc3cc(C)ccc3cc2C#N)CC1	8	-2	-0.3	0.2
O=C(Nc1ccc(F)c(F)c1)C1CCCN1S(=O)(=O)c1cccc2nsnc12 (centres undefined)	-8	0	0.3	-0.2
c1ccc(N2CCN(c3ccc4nncn4n3)CC2)cc1	1	-1	0.3	-0.1
CC(C)CC(NS(=O)(=O)c1cccc(C(F)(F)F)c1)C(=O)OCC(=O)c1ccc[nH]1 (centres undefined)	-2	6	-0.8	0.0

Entries of single compounds, looked up by structure. Order of values: MITF inh, TEAD-YAP block, GPR151 ag, FBW7 act
O=C(Nc1ccc(F)c(F)c1)C1CCCN1S(=O)(=O)c1cccc2nsnc12 (centres undefined) across the screens: -8, 0, 0.3, -0.2
CCOCCCNC(=S)N1CCCN(c2nc3cc(C)ccc3cc2C#N)CC1 across the screens: 8, -2, -0.3, 0.2
Cc1ccc(C)c(S(=O)(=O)Nc2cc3c4c(oc3c3ccccc23)CCC(C)C4)c1 (centres undefined) across the screens: 0, 1, 1.1, 0.3
CN1CCN(CCC(=O)Nc2ccccc2F)CC1 across the screens: -24, -4, -3.1, 0.1
c1ccc(N2CCN(c3ccc4nncn4n3)CC2)cc1 across the screens: 1, -1, 0.3, -0.1

Next section
molecule	MITF inh	TEAD-YAP block	GPR151 ag	FBW7 act
CCc1ccc(C2=NN(CCC(=O)NC3CCC(C)CC3)C(=O)CC2)cc1 (centres undefined)	1	6	0.7	-0.1
COc1ccc(NC(=O)Nc2ccc(Br)c(C)c2)cc1	5	-37	0.7	0.5
O=C(NCc1ccccc1)c1ccc(=O)n(Cc2ccccc2)n1	9	4	2.2	0.4
CC1CC(C)(C)NC(=S)N1CC(=O)Nc1nccs1 (centres undefined)	6	-7	1.4	0.0
O=C(Nc1ncn[nH]1)c1ccc([N+](=O)[O-])cc1Cl	2	3	1.5	-0.3
CCOc1ccc(CN2CCc3nncn3CC2)cc1	1	11	0.0	0.0
CC(=O)NC1(c2ccc(F)cc2)CCN(CC(=O)NCC2CC2)CC1	4	7	2.6	0.5
CCOC(=O)c1ccc(-n2c(=S)sc3c2nc(SCc2cc(=O)n4cc(Cl)ccc4n2)n2c4ccccc4nc32)cc1	-4	-3	-0.6	-0.2
COc1cccc(NC(=O)C(NS(=O)(=O)c2cccs2)C(C)C)c1 (centres undefined)	0	5	-0.8	-0.2
CC(C)n1cnc2c(Nc3ccc(N4CCOCC4)cc3)nc(Nc3ccc(N4CCOCC4)cc3)nc21	8	-6	0.0	-0.2
COc1ccc(N2CCN(S(=O)(=O)c3cc(C(=O)Nc4cccc(Cl)c4)ccc3F)CC2)cc1	-13	0	-1.6	0.0
COc1ccc(-c2ccc(=O)n(CC(=O)NC3CCCC3)n2)cc1	-10	-1	-1.0	0.1
Cc1c(C(=O)N2CCN(C)CC2)sc2ncn(CC(=O)Nc3ccc(C(C)C)cc3)c(=O)c12	10	23	-1.4	0.4
COc1cccc(NCCC(=O)c2ccc([N+](=O)[O-])cc2)c1	9	-8	0.0	-0.1
COC(=O)c1ccccc1NC(=O)NNC(=O)C1(C)CC1(Cl)Cl (centres undefined)	15	6	1.9	0.2
COc1ccc(NC(=O)c2ccc(I)o2)cc1	-4	-63	-3.7	0.0
CC1CCN(C(=O)C2CC3CCCN3C23C(=O)N(C)c2ccccc23)CC1 (centres undefined)	6	2	3.3	0.0
COc1ccc(C2Nc3ccccc3C(=O)N2NS(=O)(=O)c2ccccc2)c(OC)c1 (centres undefined)	3	8	0.1	-0.1
Cc1ccc(S(=O)(=O)CC(=O)c2ccc(C)c([N+](=O)[O-])c2)cc1	3	-4	0.4	-0.1
COc1cccc([C@@H]2C[C@H](C(=O)NC(C)(C)CO)N(C)S(=O)(=O)N2)c1	3	4	-0.5	0.0
OCCC1CN(Cc2cccn2-c2nccs2)CCN1CC1CCCCC1 (centres undefined)	9	-15	0.0	0.0
COc1ccccc1CC(=O)NNC(=O)COc1cc(C)c(Cl)c(C)c1	8	11	-0.3	0.1
CCC(C(=O)NCCN1CCCCC1C)n1nc(C)n2c(cc3occc32)c1=O (centres undefined)	-18	-6	1.8	0.0
Cc1ccc2c(CC(=O)NCC3CCC4(CCN(C(=O)C5CC5)CC4)O3)cc(=O)oc2c1 (centres undefined)	-4	-10	-0.5	-0.1
Cc1nnc(SCC(=O)Nc2cccc(I)c2)s1	3	2	-1.7	0.1
COCCn1c(=O)[nH]c2nc(-c3ccc(OC)cc3)cnc21	10	-6	0.7	0.0
Fc1ccc(CSc2nnc3sc4ccccc4n23)cc1	17	-60	0.3	0.2
COCOc1ccc(Br)cc1C(=O)/C=C/c1ccc2c(c1)OCO2	0	.	0.6	-0.1
COc1ccc2oc(N)c([N+](=O)[O-])c2c1	20	4	0.4	-0.7
COc1ccccc1NC(=O)Cn1cnc2sc(C(=O)Nc3nnc(C)s3)c(C)c2c1=O	10	0	-0.5	-0.1
CCOc1ccc(Br)cc1S(=O)(=O)Nc1ccccc1C(=O)O	1	3	-0.2	-0.1
O=[N+]([O-])c1cccc(-c2noc(COc3ccc(Br)cc3)n2)c1	7	4	1.0	0.1
O=C(CC1SC(=O)NC1=O)Nc1ccc(F)cc1 (centres undefined)	11	2	-0.7	0.6
CCc1cccc(CC)c1NC(=O)CN(c1cc([N+](=O)[O-])ccc1OC)S(C)(=O)=O	18	2	-0.6	0.4
CC(=O)Nc1ccc(NCc2ccc([N+](=O)[O-])cc2)cc1	1	-2	1.7	0.1
COc1ccc(NC(=O)c2cc(S(=O)(=O)N3CCc4ccccc4C3)ccc2F)cc1	10	12	-1.2	0.3
CCCCCCCC(=O)Nc1ccc(C(=O)Nc2ccc(O)c(C(=O)O)c2)cc1	50	-7	-0.5	4.1*
CC(=O)Nc1ccc(C(=O)N2CCC(Cc3ccccc3)CC2)cc1	12	5	-0.9	0.0
COc1cccc(CC2(CO)CCCN(Cc3cn(C)nc3C)C2)c1 (centres undefined)	4	-10	0.6	0.0
COc1ccc(CNCC2CCCO2)cc1 (centres undefined)	12	3	0.8	0.2
CSc1cccc(NC(C)C(=O)NCc2ccccc2)c1 (centres undefined)	-3	12	0.6	-0.2
CCC1CCCCN1C(=O)c1sc2ncn(CC(=O)N3CC(C)CC(C)C3)c(=O)c2c1C (centres undefined)	-16	6	-1.4	-0.1
OCCNc1nc(N2CCCC2CO)nc2c1ncn2Cc1ccc(C(F)(F)F)cc1 (centres undefined)	20	-5	-0.2	0.4
O=C(O)CCC(=O)Nc1ccccc1C(=O)N1CCCC1	23	-1	0.5	0.1
Cc1cc(NC2CC2)nc(N2CCc3ccccc3C2)n1	1	-59	-3.3	0.1
CCOC(=O)Cc1ccc(N(Cc2ccccc2)S(=O)(=O)c2ccc(NC(C)=O)cc2)cc1	3	-3	0.7	-0.1
O=C(NCCS(=O)(=O)N1CCN(c2ccc(F)cc2)CC1)c1cc2ccccc2o1	1	3	1.8	-0.1
Cc1cccc(NC(=O)CN2C(=O)COc3ccc(Cl)cc32)c1	1	10	-1.4	0.0
COc1ccc(-c2nnc3c4ccccc4c(C)nn23)cc1S(=O)(=O)NCCO	-10	-10	-0.3	0.5
O=C(CSCC(=O)Nc1ccccc1F)Nc1ccc2ccccc2c1	-2	-12	-1.8	-0.3

Two of the compounds above, with two lines to a compound.
Results follow in this order: MITF inh | TEAD-YAP block | GPR151 ag | FBW7 act
Cc1cccc(NC(=O)CN2C(=O)COc3ccc(Cl)cc32)c1
    1 | 10 | -1.4 | 0.0
O=C(NCCS(=O)(=O)N1CCN(c2ccc(F)cc2)CC1)c1cc2ccccc2o1
    1 | 3 | 1.8 | -0.1

Remaining list, next part
molecule	MITF inh	TEAD-YAP block	GPR151 ag	FBW7 act
Cc1cc(=O)oc2c1ccc1oc(C(=O)c3ccccc3)c(C)c12	11	49*	-0.3	0.1
CN(CC(=O)N1CCOCC1)c1ncnc2scc(-c3ccc(F)cc3)c12	5	2	-0.7	0.1
O=C1O[C@@H]2C[C@H]3C[C@@H]2[C@@H]1[C@H]3C(=O)N1CCCc2ccccc21	18	-4	-0.6	0.9
N#Cc1c2c(c(Nc3ccc(Cl)cc3)n3c1nc1ccccc13)CCC2	17	2	-0.4	0.0
O=C(CSc1cccc2cccnc12)N1CCCC1	17	-13	-3.1	-1.5
O=C(Nc1nc(-c2ccccc2)c(C(=O)c2ccccc2)s1)c1cccc(Br)c1	6	-2	-0.8	0.5
CCSc1nc2sc3c(c2c(=O)n1Cc1ccccc1)CCCCC3	-4	-6	1.7	0.0
COCC(C)NC(=O)c1ccccc1Br (centres undefined)	-4	-9	0.3	0.0
COc1ccc(CCNC(=O)CSc2nnc(NC(=O)CC(C)C)s2)cc1OC	0	-7	3.3	0.2

Screens as filed in PubChem.
